hcDAF-12 act = H. contortus DAF-12 activation, primary screen | 370,000 tested, 1.4% active | activation, % at 6.8 µM | HEK293 hcDAF-12 lit1-tk-luc reporter, luminescence; 0% DMSO, 100% Δ7-dafachronic acid;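 active = activation above the mean of all tested compounds plus 3 SD, cut at about 5.5% in these data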;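 note: 100% = response to 3 µM Δ7-dafachronic acid high control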
DAX1 inh-1 = DAX1 (NR0B1) inhibition, primary screen. HEK293T StAR-luciferase reporter, SF-1/DAX-1 repression relief. inhibition, % at 6.8 µM. 370,000 tested, 1.1% active. AID 652010;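 active = inhibition above the mean over all tested compounds plus 3 SD, cut at about 3.6% in these data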;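 note: 0% = DAX-1 cells with DMSO and 100% = cells lacking DAX-1 with DMSO; higher inhibition means more luminescence from relief of DAX-1 repression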
PLC-beta3 inh = inhibitors of human phospholipase C beta3; 370,000 tested, 0.18% active; inhibition, % at 12.2 µM; AID 720704; Purified PLC-beta3, fluorogenic substrate, fluorescence; in the data active = inhibition above about 11%;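 note: 0% = median of compound wells on plate and 100% = full blocker control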
MBD2 DNA inh = blocks human MBD2 binding to methylated DNA. AID 686964. 370,000 tested, 0.31% active. inhibition, % at 4.4 µM. Q9UBB5. TR-FRET, MBD2 binding to methylated oligonucleotide; in the data active = inhibition above about 13%
SMARCA2 activ = activators of SMARCA2 function. 370,000 tested, 1% active. activation, % at 9.1 µM. MG213 cells, MMTV-luciferase reporter, dexamethasone, overnight; in the data active = activation above about 7.8%;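 note: 0% = vehicle wells and 100% = reference activator wells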
DAX1 inh-2 = inhibitors of human orphan nuclear receptor DAX1 (NR0B1). P51843. HEK293 Gal4-DAX1 luciferase reporter, luminescence. inhibition, % at 6.75 µM. 340,000 tested, 0.99% active. AID 504766;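 active = inhibition above the mean over all tested compounds plus 3 SD, cut at about 4.2% in these data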;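 note: 0% = DAX1-transfected cells with DMSO and 100% = empty-vector control cells with DMSO; inhibition shows as a rise in luminescence from relieved DAX1 repression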
Target sequence (P51843 207-470 limits assumed): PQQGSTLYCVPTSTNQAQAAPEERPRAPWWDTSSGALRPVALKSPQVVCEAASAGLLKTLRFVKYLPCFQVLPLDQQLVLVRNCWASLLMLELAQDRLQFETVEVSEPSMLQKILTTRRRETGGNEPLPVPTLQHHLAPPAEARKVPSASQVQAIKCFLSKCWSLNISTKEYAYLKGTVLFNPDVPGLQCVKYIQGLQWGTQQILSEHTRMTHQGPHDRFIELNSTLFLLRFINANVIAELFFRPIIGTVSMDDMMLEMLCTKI
ADAM17 inh = inhibits human ADAM17. P78536. recombinant ADAM17, EDANS/DABCYL FRET peptide cleavage. inhibition, % at 6.95 µM. 370,000 tested, 0.83% active;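 active = inhibition above the mean of compounds lying between control limits plus 3 SD, set per campaign, cut at about 8.5% in these data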;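 note: 0% = DMSO-only wells as the low control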
hgDAF-12 ag = agonists of H. glycines DAF-12 nuclear receptor; HEK293 GAL4-hgDAF12 UAS-luciferase reporter, agonist luminescence; normalized to butyrate control; activation, % at 6.8 µM; 370,000 tested, 1.8% active;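 active = activation above a cutoff set at the mean of all screened compounds plus 3 SD, cut at about 10% in these data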;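 note: 0% = DMSO wells and 100% = sodium butyrate wells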
ssDAF12 agonist = S. stercoralis DAF-12 activation, primary screen | HEK293 ssDAF-12/GRIP1 lit1-tk-luc reporter, luminescence; % of 3 µM dafachronic acid response | activation, % at 6.8 µM | 370,000 tested, 1% active;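 active = activation above the mean over all tested compounds plus 3 SD, cut at about 0.9% in these data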;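 note: 0% = DMSO-only wells and 100% = 3 µM delta7-dafachronic acid wells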
PLCg1 inh = inhibitors of human phospholipase C gamma1; P19174; purified PLC-gamma1, fluorogenic substrate, fluorescence; inhibition, % at 12.2 µM; 370,000 tested, 0.84% active; in the data active = inhibition above about 9.5%
NR1D1 modulator = modulates human Rev-erb alpha binding to DNA; P20393; activity, % at 10 µM; AID 1259318; 370,000 tested, 0.79% active; Rev-erbα–FITC-DNA binding, fluorescence polarization, 90 min;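 active = activity above about 14%, limit read from the data; passing the limit was not always enough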;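 note: 0% = DMSO wells with 35 nM protein and 100% = DMSO wells with 750 nM protein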
Target sequence (P20393 whole entry, looked up): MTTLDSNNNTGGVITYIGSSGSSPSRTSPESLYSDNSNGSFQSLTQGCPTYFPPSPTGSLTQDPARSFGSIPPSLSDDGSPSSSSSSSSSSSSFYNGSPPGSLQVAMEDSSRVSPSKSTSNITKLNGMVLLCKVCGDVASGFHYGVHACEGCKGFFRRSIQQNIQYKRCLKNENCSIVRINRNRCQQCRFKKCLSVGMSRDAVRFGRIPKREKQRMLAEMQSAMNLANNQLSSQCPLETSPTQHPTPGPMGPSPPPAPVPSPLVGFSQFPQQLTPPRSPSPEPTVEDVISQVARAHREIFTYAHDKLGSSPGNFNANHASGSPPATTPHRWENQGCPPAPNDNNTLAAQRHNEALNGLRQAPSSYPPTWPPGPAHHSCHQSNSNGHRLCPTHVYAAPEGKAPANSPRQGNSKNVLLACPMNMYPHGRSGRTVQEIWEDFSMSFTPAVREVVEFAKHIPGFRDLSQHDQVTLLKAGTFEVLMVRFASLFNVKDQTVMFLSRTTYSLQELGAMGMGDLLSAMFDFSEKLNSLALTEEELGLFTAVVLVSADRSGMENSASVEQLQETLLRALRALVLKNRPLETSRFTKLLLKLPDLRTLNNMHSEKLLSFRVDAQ
* marks the source's active call; other numbers are inactive results; . = not tested or not shown; & = joins results of further samples.

| smiles | ADAM17 inh | hcDAF-12 act | MBD2 DNA inh | DAX1 inh-2 | SMARCA2 activ | ssDAF12 agonist | hgDAF-12 ag | PLC-beta3 inh | PLCg1 inh | DAX1 inh-1 | NR1D1 modulator |
| --- | --- | --- | --- | --- | --- | --- | --- | --- | --- | --- | --- |
| O=C1CSC(=S)N1N=Cc1c(F)cccc1Cl | 1 | 0.3 | -4 | 1.2 | 0 | -0.6 | 0.8 | -6 | -3 | 0.0 | 3 |
| CCCCCCC(=O)Nc1ccc(S(=O)(=O)Nc2onc(C)c2C)cc1 | 1 | 0.6 | -3 | 0.5 | -3 | -1.0 | -0.5 | -8 | 3 | 0.8 | 4 |
| O=S(=O)(CCc1ccccc1)/N=C/c1cccs1 | 0 | -1.9 | 1 | 0.0 | 2 | -1.4 | 0.8 | 3 | 0 | 0.6 | 2 |
| O=C(O)c1ccccc1C(=O)OCc1c(-c2ccccc2)ncc2ccccc12 | -1 | -1.3 | -3 | 0.2 | -1 | -1.5 | 0.7 | -1 | 0 | -0.1 | -2 |
| COc1cccc(NC(=O)CSc2nnc(-c3cc(C)n(-c4ccccc4)c3C)o2)c1 | 4 | -5.2 | -3 | -0.8 | -5 | -2.7 | -10 | -2 | -1 | -3.3 | 2 |
| CCOC(=O)C1CCN(C(=O)C2CCCN(c3ncnc4c3nc3n4CCCCC3)C2)CC1 (stereo not drawn) | 1 | -1.7 | -2 | 0.7 | -1 | -1.8 | -2.2 | -3 | 2 | -1.5 | -13 |
| CCC(=O)N1c2ccccc2NC2=C(C(=O)CC(C)(C)C2)C1c1cccnc1 (stereo not drawn) | 1 | -0.7 | 0 | 2.3 | -3 | -0.6 | -0.3 | -2 | 1 | 0.4 | -7 |
| CCCC[C@H]1C2CC(OC(=O)Nc3ccccc3)C(C2)[C@H]2CCCCN21 (stereo partly drawn) | -6 | -3.2 | -2 | . | -4 | -1.1 | 0.3 | -1 | 0 | 0.5 | -2 |
| COc1ccc2sc(-c3ccc(SC)cc3)c(C#CCO)c2c1 | -84 | -1.4 | 0 | -0.3 | 1 | -1.4 | 0.8 | -169 | -102 | -1.2 | -1 |
| CCS(=O)(=O)c1ccc(-c2cccc(NC(=O)c3ccco3)c2)nn1 | 0 | -1.8 | 6 | -0.9 | -4 | -1.0 | 0.0 | -7 | 2 | -1.7 | 5 |

Quoted from the listing.
CCCC[C@H]1C2CC(OC(=O)Nc3ccccc3)C(C2)[C@H]2CCCCN21 (stereo partly drawn) @ ssDAF12 agonist = -1.1
O=C(O)c1ccccc1C(=O)OCc1c(-c2ccccc2)ncc2ccccc12 @ hgDAF-12 ag = 0.7

The list continues:
| smiles | ADAM17 inh | hcDAF-12 act | MBD2 DNA inh | DAX1 inh-2 | SMARCA2 activ | ssDAF12 agonist | hgDAF-12 ag | PLC-beta3 inh | PLCg1 inh | DAX1 inh-1 | NR1D1 modulator |
| --- | --- | --- | --- | --- | --- | --- | --- | --- | --- | --- | --- |
| CCCN(C(=O)CCNC(=O)c1ccc(Cl)cc1)c1c(N)n(Cc2ccccc2)c(=O)[nH]c1=O | -5 | -0.6 | 4 | 1.0 | 0 | -1.4 | 2.5 | -6 | 5 | 0.5 | -7 |
| O=C(N1CCCCC1)C1(S(=O)(=O)c2ccccc2)CC=CC1 | -3 | 0.8 | 2 | 1.3 | 1 | -0.9 | 0.4 | 0 | 3 | 0.1 | 4 |
| CN(C)S(=O)(=O)c1cccc(NC(=O)c2cccc(S(=O)(=O)N3CCCCC3)c2)c1 | -1 | 0.5 | -6 | -0.1 | -3 | -1.0 | -0.4 | -3 | 3 | -2.2 | 5 |
| Cc1ccc(S(=O)(=O)N2CCCC2C(=O)N(C)Cc2cccs2)cc1 (stereo not drawn) | 0 | -1.6 | -1 | 0.5 | -1 | -1.6 | -2.0 | 1 | 7 | -0.6 | -10 |
| O=C1c2cccc3cccc(c23)C(=O)N1c1cccnc1 | -61 | -2.3 | -4 | -0.6 | 8.5* | -1.0 | -2.2 | -7 | -2 | 0.3 | 5 |
| Cc1c(NC(=O)COC(=O)c2ccc[nH]c2=O)c(=O)n(-c2ccccc2)n1C | -1 | -1.8 | -2 | 5.3* | -1 | -1.4 | 0.1 | 3 | 3 | -0.2 | -4 |
| COc1cccc(OC)c1NC(=O)OC1CCC12CCC(c1ccccc1)CC2 (stereo not drawn) | -2 | -1.3 | 3 | . | . | -0.8 | 3.7 | 1 | 4 | . | -11 |
| Cc1ccc2nc(-c3ccccn3)cc(C(=O)NC3CCN(C)CC3)c2c1 | -77 | -0.2 | 3 | . | -1 | -1.1 | 1.9 | -51 | -52 | 0.6 | 0 |
| COc1ccc(C(=O)c2ccc(N3CCN(C4CC(=O)NC4=O)CC3)cc2)cc1F (stereo not drawn) | 4 | -1.2 | -1 | -0.3 | 1 | -1.1 | -1.3 | -52 | -45 | -1.2 | -6 |
| COc1ccc(-n2c(SCC(=O)Nc3ccc(S(=O)(=O)Nc4nccs4)cc3)nnc2-c2ccccc2)cc1 | 6 | -0.1 | 2 | . | -3 | -1.0 | -0.9 | 0 | 1 | -0.3 | -7 |
| CN(C)c1ccc(NC(=O)c2cccc([N+](=O)[O-])c2)c2ccccc12 | 0 | -1.6 | 2 | 1.0 | -1 | -1.1 | 1.1 | -6 | -57 | -0.2 | 7 |
| CCn1cc(SCC(=O)NCC2CCCO2)c2ccccc21 (stereo not drawn) | -6 | 1.8 | 1 | 1.8 | -1 | -1.3 | 1.6 | 0 | 0 | 1.0 | 0 |
| NS(=O)(=O)c1cccc(NC(=O)COC(=O)CC2Sc3ccccc3NC2=O)c1 (stereo not drawn) | 6 | 3.4 | 0 | 1.5 | -1 | 0.1 | 3.1 | 4 | 4 | 1.4 | 7 |
| CCOC(=O)Cn1cnc2c(nnn2-c2ccc(C)cc2)c1=O | -5 | -1.3 | 0 | 0.5 | -3 | -1.8 | 1.4 | 2 | 0 | 0.1 | -2 |
| COc1ccc(CNC(=O)CN(Cc2ccc(C)cc2)S(=O)(=O)c2ccc(Cl)cc2)cc1 | -1 | -1.1 | 0 | -1.0 | 0 | -0.8 | 1.0 | -1 | 0 | 0.4 | -3 |
| COCC(=O)N1CCCC(C(=O)c2ccc3c4c(cccc24)CC3)C1 (stereo not drawn) | -100 | -0.7 | -7 | 1.8 | -2 | -1.7 | -2.4 | -121 | -88 | -0.5 | -1 |
| O=C(NCCCN1CCOCC1)C1CCN(S(=O)(=O)c2ccccc2)CC1 | -1 | -1.1 | 0 | 1.3 | -1 | -0.3 | -0.8 | -5 | 2 | -2.0 | -4 |
| COC(=O)c1cc(-c2ccc(F)cc2OCc2ccccc2)c(=O)n2c1CCC2 | -2 | 0.7 | 2 | . | -3 | -0.8 | -1.4 | 0 | 7 | 0.6 | -5 |
| Cc1cc(C)nc(NC(=O)/C=C/c2ccc3c(c2)OCO3)c1 | -47 | 2.6 | 2 | 1.4 | 11* | -0.2 | 9.8 | -100 | -89 | 4.2* | 5 |
| O=C(CSC1CS(=O)(=O)c2cc([N+](=O)[O-])ccc21)NNC(=O)c1ccc(Cl)cc1 (stereo not drawn) | -1 | -1.9 | -5 | -0.7 | -1 | -1.4 | 4.0 | -5 | 0 | -1.3 | -6 |
| CCOC(=O)c1cc(-c2cccs2)nn1CCC#N | -5 | 0.9 | -2 | -0.3 | 1 | -0.7 | -0.9 | 0 | -1 | 0.1 | -1 |
| COC(=O)c1ccc(Oc2nc(C(N)=O)cc(-c3ccccc3)n2)cc1 | -1 | -1.5 | 3 | 1.2 | -1 | -1.4 | 0.5 | 1 | -2 | 0.0 | -2 |
| Cc1nc(SCc2ccccc2)c(C(F)(F)F)c(=O)[nH]1 | 1 | 0.6 | 0 | -0.3 | 0 | -1.0 | -0.8 | 0 | 2 | -0.2 | 7 |
| CCCCCCC(=O)Nc1nc(C)c(-c2csc(Nc3cc(Cl)ccc3OC)n2)s1 | 0 | 2.1 | 0 | 0.6 | 2 | -1.5 | 1.4 | -7 | -1 | 0.2 | 0 |
| Nc1ncc(-c2cc3ccccc3oc2=O)s1 | -1 | 1.5 | -10 | 1.8 | 6 | -0.1 | 12* | -199 | -179 | 3.2 | -5 |
| COc1ccc(-c2nnc(CSc3ncnc4sc5c(c34)CCC5)o2)cc1OC | -4 | -2.4 | 2 | -0.8 | -1 | -0.6 | -0.4 | -2 | 6 | -0.4 | -1 |
| Cc1cc(C)cc(C(=O)Oc2coc(CSc3nnc(NC(=O)C4CC4)s3)cc2=O)c1 | 2 | 0.7 | -5 | -0.6 | -1 | -0.8 | -1.0 | 0 | 3 | 0.4 | 4 |
| C/C(=N\NC(=O)CCC(=O)NCc1ccccc1)c1ccc([N+](=O)[O-])cc1 | -5 | 0.8 | 4 | 0.1 | 0 | -1.1 | 3.5 | -2 | -4 | -0.2 | -3 |
| Cc1ccc2nc(C)c3c(c2c1)SCC3 | -17 | 2.7 | -6 | . | -1 | -1.8 | -0.3 | -9 | -1 | -0.1 | 5 |
| CC(NC(=O)COC(=O)CSc1ccc(F)cc1)c1ccc(F)cc1 (stereo not drawn) | -3 | -1.3 | 9 | -0.7 | -4 | -1.4 | 0.1 | -11 | 5 | -0.7 | 1 |
| Cn1cc(S(=O)(=O)Nc2cccc3ccccc23)c(=O)n(C)c1=O | -1 | 0.3 | 3 | 0.8 | -1 | -0.4 | -0.8 | -3 | 1 | 0.2 | -2 |
| CCN(CC)N=Nc1ccc(S(=O)(=O)Nc2nc(C)cc(C)n2)cc1 | -3&0 | -1.0&-1.1 | -4&-2 | 0.5&-0.2 | -1&2 | -1.3&-1.6 | -2.0&-0.1 | 0&-2 | 4&2 | -0.4&0.1 | 4&13 |
| N#CCCCc1cc2ccccc2cn1 | -3 | 0.8 | 7 | -1.8 | 1 | -1.0 | -2.4 | 0 | 0 | 0.5 | 0 |
| COc1ccc(S(=O)(=O)N2CCCOC2CNC(=O)C(=O)NCc2ccccn2)cc1 (stereo not drawn) | -2 | -0.4 | 2 | 0.7 | -1 | -0.9 | -0.6 | -71 | -4 | -1.1 | -3 |
| CC(=O)Nc1ccccc1C(=O)C(=O)Nc1cccc(C(=O)NCC2CCCO2)c1 (stereo not drawn) | -5 | 2.4 | -3 | 1.8 | -4 | -1.2 | 0.6 | -1 | 4 | -0.3 | -2 |
| COc1cc(/C=C/C(=O)Nc2nnc(CC(C)(C)C)s2)cc(OC)c1OC | -13 | -0.2 | 2 | 0.4 | 1 | -1.2 | -1.3 | -53 | -48 | 0.2 | 4 |
| O=C(COC(=O)c1ccc(O)cc1)Nc1cc(S(=O)(=O)N2CCOCC2)ccc1N1CCOCC1 | 1 | 3.4 | -4 | . | -2 | -0.8 | 0.6 | -5 | 0 | -1.1 | 4 |
| Cc1nc2ccccc2c2c1C(=O)N(Cc1cccnc1)C2=O | -3 | 0.7 | -6 | 0.6 | -3 | -0.8 | 2.9 | -13 | -8 | 0.6 | 3 |
| CCc1ccc(-c2cc(C(F)(F)F)n3nc(C(=O)Nc4c(C)nn(Cc5ccc(F)cc5)c4C)cc3n2)s1 | -24 | -1.8 | 2 | -1.2 | -1 | -1.4 | 1.1 | -153 | -100 | 0.0 | 7 |
| COC(=O)[C@H](Cc1ccc(O)cc1)NC(=O)Cn1cnc2c(OCc3ccccc3)ncnc21 | 2 | 1.1 | -9 | -0.4 | 6 | -0.2 | 1.9 | 2 | 0 | -0.4 | -7 |
| COc1ccc(C2NC(=S)NC3=C2CCCC3=C2SCCS2)cc1 (stereo not drawn) | 0 | 7.9* | -6 | 5.0* | -5 | 0.3 | 50* | 1 | -3 | 88* | 3 |
